Bioassay records (PubChem)
NSD2 block – blocks human NSD2 histone methyltransferase activity. O96028. NSD2-SET H3K36me1 DELFIA fluorescence, biochemical. inhibition, % at 12.5 µM. hit rate 0.07% among 44,000. AID 624260; in the data active means inhibition above about 54%, passing the limit was not always enough;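 further: inhibitors reduce the monomethyl H3K36 fluorescence signal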
Target sequence (O96028 whole entry, looked up): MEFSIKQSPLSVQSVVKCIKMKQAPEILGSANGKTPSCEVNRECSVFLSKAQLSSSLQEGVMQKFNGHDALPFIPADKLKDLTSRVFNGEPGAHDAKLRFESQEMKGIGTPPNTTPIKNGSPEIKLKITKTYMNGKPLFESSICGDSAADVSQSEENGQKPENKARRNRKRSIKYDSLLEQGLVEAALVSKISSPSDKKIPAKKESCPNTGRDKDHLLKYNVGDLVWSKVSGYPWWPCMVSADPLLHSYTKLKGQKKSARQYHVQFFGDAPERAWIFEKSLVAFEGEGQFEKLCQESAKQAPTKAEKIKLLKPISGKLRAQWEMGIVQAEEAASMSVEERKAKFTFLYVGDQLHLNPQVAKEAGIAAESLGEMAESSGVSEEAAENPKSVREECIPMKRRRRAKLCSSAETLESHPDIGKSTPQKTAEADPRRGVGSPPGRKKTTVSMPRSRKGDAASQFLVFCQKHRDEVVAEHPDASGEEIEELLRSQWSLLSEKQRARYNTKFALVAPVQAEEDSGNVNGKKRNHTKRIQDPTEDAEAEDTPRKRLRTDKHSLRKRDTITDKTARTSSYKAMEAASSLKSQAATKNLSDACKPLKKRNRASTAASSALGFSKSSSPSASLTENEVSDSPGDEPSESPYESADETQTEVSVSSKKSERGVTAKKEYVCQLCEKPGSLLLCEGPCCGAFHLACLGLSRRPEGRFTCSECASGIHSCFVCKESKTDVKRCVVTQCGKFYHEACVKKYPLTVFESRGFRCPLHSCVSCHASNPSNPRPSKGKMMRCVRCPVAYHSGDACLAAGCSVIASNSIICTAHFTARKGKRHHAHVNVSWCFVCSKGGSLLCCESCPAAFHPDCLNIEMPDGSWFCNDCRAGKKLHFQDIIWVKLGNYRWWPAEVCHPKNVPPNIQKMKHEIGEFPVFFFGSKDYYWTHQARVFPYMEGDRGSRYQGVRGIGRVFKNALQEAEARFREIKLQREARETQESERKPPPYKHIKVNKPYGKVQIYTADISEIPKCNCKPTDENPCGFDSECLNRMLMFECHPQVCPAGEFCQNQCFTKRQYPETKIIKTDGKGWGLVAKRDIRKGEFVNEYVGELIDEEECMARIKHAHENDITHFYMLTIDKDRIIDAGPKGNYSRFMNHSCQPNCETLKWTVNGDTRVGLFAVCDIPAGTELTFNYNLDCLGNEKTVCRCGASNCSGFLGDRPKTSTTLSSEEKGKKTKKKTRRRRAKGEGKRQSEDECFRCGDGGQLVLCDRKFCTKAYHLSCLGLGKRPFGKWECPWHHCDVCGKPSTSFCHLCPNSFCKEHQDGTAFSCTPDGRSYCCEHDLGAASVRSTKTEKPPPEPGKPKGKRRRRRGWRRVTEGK
* marks the source's active call; other numbers are inactive results.

SMILES	NSD2 block
C[C@@H]1CN([C@@H](C)CO)C(=O)c2cccc(NC(=O)Nc3ccccc3)c2O[C@H]1CN(C)C(=O)Nc1cccc2ccccc12	15
C[C@H](CO)N1C[C@H](C)[C@H](CN(C)Cc2ccc(C(=O)O)cc2)Oc2ccc(NC(=O)Nc3cccc4ccccc34)cc2CC1=O	4
COc1ccc(S(=O)(=O)N(C)C[C@H]2Oc3c(NS(=O)(=O)c4cn(C)cn4)cccc3C(=O)N([C@@H](C)CO)C[C@H]2C)cc1	3
C[C@@H]1CN([C@H](C)CO)C(=O)c2cccc(NC(=O)c3ccc(-c4nccs4)cc3)c2O[C@@H]1CN(C)Cc1ccc(C(F)(F)F)cc1	-4
CC1CC(=O)c2c(ccc3c2C(=O)c2cccc(O)c2C3O)C1 (stereo not drawn)	10
O=C(N/N=C/c1ccc(F)cc1)c1ccccc1O	-3
NC(=O)[C@H]1[C@@H]2C(=O)O[C@@H](c3ccccc3)[C@@H](c3ccccc3)N2[C@@H](c2ccc(O)cc2)[C@]12C(=O)Nc1ccc(C#CC3=CCCCC3)cc12	-6
CCCC#Cc1ccc2c(c1)O[C@@H](CN(C)S(C)(=O)=O)[C@@H](C)CN([C@@H](C)CO)S2(=O)=O	0
NC(=O)[C@@H]1[C@H]2C(=O)O[C@H](c3ccccc3)[C@H](c3ccccc3)N2[C@H](c2ccc(O)cc2)[C@@]12C(=O)Nc1ccc(C#CCCO)cc12	-15
C[C@@H]1CN([C@H](C)CO)C(=O)Cc2cc(NC(=O)c3ccncc3)ccc2O[C@H]1CN(C)C(=O)Nc1cccc2ccccc12	3
NC(=O)NCC#Cc1ccc2c(c1)[C@]1(C(=O)N2)[C@H](c2ccccc2OCCO)N2[C@H](c3ccccc3)[C@H](c3ccccc3)OC(=O)[C@H]2[C@@H]1C(=O)O	-14
C[C@@H]1CCCCO[C@H](CN(C)Cc2ccc(C(=O)Nc3ccccc3N)cc2)[C@@H](C)CN([C@H](C)CO)C(=O)c2cc(NS(=O)(=O)c3cccs3)ccc2O1	-1
C=CCNC(=O)[C@@H]1[C@H]2C(=O)O[C@H](c3ccccc3)[C@H](c3ccccc3)N2[C@H](c2ccccc2OCCO)[C@@]12C(=O)Nc1ccccc12	-2
Cc1noc(C)c1NC(=O)Nc1cccc2c1O[C@@H](CN(C)C(=O)NC1CCCCC1)[C@@H](C)CN([C@H](C)CO)C2=O	5
C[C@H](CO)N1C[C@H](C)[C@H](CN(C)C(=O)c2cc(-c3ccccc3)on2)OCc2cn(nn2)CCCC1=O	2
CC(C)C#Cc1ccc2c(c1)O[C@H](CN(C)Cc1ccncc1)[C@H](C)CN([C@H](C)CO)S2(=O)=O	-2
C[C@H]1CN([C@@H](C)CO)C(=O)Cc2cc(NC(=O)NC3CCCCC3)ccc2O[C@H]1CN(C)S(=O)(=O)c1ccccc1	3
COc1cc(O)c(OC)c2c1C(=O)CC(c1ccccc1)O2 (stereo not drawn)	26
C[C@H]1CN([C@@H](C)CO)C(=O)c2cc(Br)cnc2O[C@H]1CN(C)Cc1cccc(F)c1	-1
C[C@@H]1CN([C@@H](C)CO)C(=O)c2cc(NC(=O)C3CCCCC3)ccc2O[C@@H]1CN(C)C(=O)Nc1ccc(C(F)(F)F)cc1	-6
COc1cccc(NC(=O)N(C)C[C@@H]2Oc3cc(C#Cc4ccc(F)cc4)ccc3S(=O)(=O)N([C@H](C)CO)C[C@@H]2C)c1	11
C[C@@H]1CCCCO[C@@H](CN(C)S(=O)(=O)c2ccc(Cl)cc2)[C@H](C)CN([C@@H](C)CO)C(=O)c2cc(NC(=O)CCC(F)(F)F)ccc2O1	-12
CCCC#Cc1ccc2c(c1)O[C@@H](CN(C)Cc1ccc3c(c1)OCO3)[C@@H](C)CN([C@H](C)CO)S2(=O)=O	-2
C[C@H]1CCCCO[C@H](CN(C)Cc2ccc(Cl)c(Cl)c2)[C@@H](C)CN([C@@H](C)CO)C(=O)c2cc(NC(=O)CCC(F)(F)F)ccc2O1	-5
C[C@@H]1CN([C@@H](C)CO)S(=O)(=O)c2ccc(C#Cc3ccccc3F)cc2O[C@@H]1CN(C)C(=O)Cc1ccccc1	-6
COc1ccc(CN(C)C[C@H]2OCCCC[C@H](C)Oc3ccc(NC(=O)Nc4c(C)noc4C)cc3C(=O)N([C@@H](C)CO)C[C@H]2C)cc1	2
C[C@@H]1CN([C@H](C)CO)C(=O)c2cc(C#C[C@@H](C)O)cnc2O[C@H]1CN(C)Cc1cccc(C(=O)O)c1	0
C[C@H](CO)N1C[C@H](C)[C@H](CN(C)C)Oc2cc(-c3ccc(C(=O)N(C)C)cc3)ccc2S1(=O)=O	-1
C=C(C(=O)O)C1CCC(CCC)OC1=O (stereo not drawn)	-7
Cc1noc(C)c1S(=O)(=O)Nc1cccc2c1O[C@H](CN(C)C(=O)NC1CCCCC1)[C@H](C)CN([C@H](C)CO)C2=O	7
Cc1noc(C)c1S(=O)(=O)Nc1ccc2c(c1)C(=O)N([C@@H](C)CO)C[C@@H](C)[C@H](CN(C)Cc1ccncc1)OCCCC[C@@H](C)O2	-5
CCC(=O)N(C)C[C@@H]1Oc2cc(-c3ccncc3)ccc2S(=O)(=O)N([C@@H](C)CO)C[C@H]1C	4
CCCN(C)C[C@H]1OCc2ccccc2-c2ccccc2C(=O)N([C@@H](C)CO)C[C@H]1C	-1
O=C(C[C@H]1C[C@@H]2c3cc(NC(=O)C4CCOCC4)ccc3O[C@@H]2[C@@H](CO)O1)NC1CCCCC1	19
C[C@H]1CN([C@@H](C)CO)C(=O)Cc2cc(NC(=O)Cc3ccccc3)ccc2O[C@@H]1CN(C)S(=O)(=O)c1ccc(Cl)cc1	-4
CNC[C@@H]1Oc2ccc(NC(=O)Nc3ccccc3)cc2C(=O)N([C@@H](C)CO)C[C@@H]1C	2
COc1ccc(CN(C)C[C@H]2Oc3ccc(NC(=O)Nc4c(C)noc4C)cc3CC(=O)N([C@@H](C)CO)C[C@H]2C)cc1	-1
C[C@H]1CN([C@@H](C)CO)C(=O)c2cccc(NC(=O)Nc3ccc(C(F)(F)F)cc3)c2O[C@@H]1CN(C)C(=O)NC1CCCCC1	-8
CNC[C@H]1OCCCC[C@@H](C)Oc2ccc(NS(=O)(=O)c3ccc(Cl)cc3)cc2C(=O)N([C@H](C)CO)C[C@@H]1C	-1
C/C=C/c1ccc2c(c1)O[C@H](CN(C)Cc1ccc(F)cc1)[C@@H](C)CN([C@H](C)CO)S2(=O)=O	7
C[C@@H]1CN([C@@H](C)CO)C(=O)c2cc(NS(=O)(=O)c3cn(C)cn3)ccc2O[C@@H]1CN(C)Cc1ccc(C(F)(F)F)cc1	-3
C[C@@H]1CN([C@H](C)CO)S(=O)(=O)c2ccc(C#CCN(C)C)cc2O[C@H]1CN(C)Cc1ccncc1	1
COc1ccc(C)cc1NC(=O)CCN1CCN(Cc2ccccc2)CC1	-9
Cn1cnc(S(=O)(=O)N[C@H]2C=C[C@H](CC(=O)NCC3CCCCC3)O[C@@H]2CO)c1	0
C[C@@H]1CN([C@H](C)CO)C(=O)Cc2cc(NC(=O)CCCCCC(=O)Nc3ccccc3N)ccc2O[C@H]1CN(C)C	-1
CCC(=O)N(C)C[C@@H]1Oc2ncc(-c3ccccc3OC)cc2C(=O)N([C@H](C)CO)C[C@H]1C	-5
CCS(=O)(=O)N[C@H]1C=C[C@@H](CC(=O)NCc2ccc(Cl)cc2)O[C@@H]1CO	19
Cc1ccc(S(=O)(=O)N(C)C[C@H]2Oc3ccc(NC(=O)CCCN(C)C)cc3CC(=O)N([C@@H](C)CO)C[C@@H]2C)cc1	-1
COc1cc(/C=C(/C#N)C(N)=O)cc(CSc2nc3ccccc3s2)c1O	-16
CCCC#Cc1cnc2c(c1)C(=O)N([C@@H](C)CO)C[C@H](C)[C@H](CN(C)Cc1ccncc1)O2	3

Further structures follow.
SMILES	NSD2 block
C[C@@H]1CN([C@@H](C)CO)C(=O)Cc2cc(NS(=O)(=O)c3ccc(F)cc3)ccc2O[C@H]1CN(C)Cc1ccc(C(F)(F)F)cc1	-13
C[C@@H]1CCCCO[C@@H](CN(C)C)[C@H](C)CN([C@H](C)CO)C(=O)c2cc(NC(=O)Nc3ccccc3)ccc2O1	5
C[C@@H]1CN([C@@H](C)CO)C(=O)Cc2cc(NS(=O)(=O)c3cn(C)cn3)ccc2O[C@H]1CN(C)C(=O)Nc1ccc(F)cc1	-8
C[C@@H]1CN([C@@H](C)CO)C(=O)c2cc(-c3ccccc3)cnc2O[C@H]1CN(C)C(=O)NC1CCCC1	-3
Cc1ccc(S(=O)(=O)N(C)C[C@H]2OCc3ccccc3-c3ccccc3C(=O)N([C@@H](C)CO)C[C@@H]2C)cc1	-2
C[C@@H]1CN([C@H](C)CO)C(=O)Cc2cc(N(C)C)ccc2O[C@@H]1CN(C)Cc1ccc(C(=O)Nc2ccccc2N)cc1	-5
C[C@H](CO)N1C[C@H](C)[C@H](CN(C)C(=O)Nc2ccc(F)cc2)Oc2ccc(NC(=O)Cn3cnnn3)cc2C1=O	-4
Cc1noc(C)c1S(=O)(=O)Nc1ccc2c(c1)CC(=O)N([C@@H](C)CO)C[C@H](C)[C@@H](CN(C)Cc1ccncc1)O2	9
C[C@@H]1CN([C@H](C)CO)C(=O)c2cc(/C=C/c3ccccc3)cnc2O[C@H]1CN(C)C(=O)Nc1ccc(C(F)(F)F)cc1	-14
C[C@H](CO)N1C[C@H](C)[C@H](CN(C)C(=O)Nc2ccc(F)cc2)Oc2ncc(-c3cccnc3)cc2C1=O	0

Nothing new here: 7 of the compounds above.
SMILES	NSD2 block
C[C@@H]1CN([C@@H](C)CO)C(=O)c2cc(-c3ccccc3)cnc2O[C@H]1CN(C)C(=O)NC1CCCC1	-3
Cc1ccc(S(=O)(=O)N(C)C[C@H]2OCc3ccccc3-c3ccccc3C(=O)N([C@@H](C)CO)C[C@@H]2C)cc1	-2
C[C@@H]1CN([C@H](C)CO)C(=O)Cc2cc(N(C)C)ccc2O[C@@H]1CN(C)Cc1ccc(C(=O)Nc2ccccc2N)cc1	-5
C[C@H](CO)N1C[C@H](C)[C@H](CN(C)C(=O)Nc2ccc(F)cc2)Oc2ccc(NC(=O)Cn3cnnn3)cc2C1=O	-4
Cc1noc(C)c1S(=O)(=O)Nc1ccc2c(c1)CC(=O)N([C@@H](C)CO)C[C@H](C)[C@@H](CN(C)Cc1ccncc1)O2	9
C[C@@H]1CN([C@H](C)CO)C(=O)c2cc(/C=C/c3ccccc3)cnc2O[C@H]1CN(C)C(=O)Nc1ccc(C(F)(F)F)cc1	-14
C[C@H](CO)N1C[C@H](C)[C@H](CN(C)C(=O)Nc2ccc(F)cc2)Oc2ncc(-c3cccnc3)cc2C1=O	0

Remaining list, next part
SMILES	NSD2 block
C[C@H](CO)N1C[C@H](C)[C@H](CN(C)Cc2ccncc2)Oc2ccc(NC(=O)Cc3ccccc3)cc2CC1=O	-1
C[C@H](CO)N1C[C@H](C)[C@H](CN(C)S(=O)(=O)c2ccccc2)OCc2cn(nn2)CCCC1=O	5
C[C@@H]1CN([C@H](C)CO)C(=O)Cc2cc(NC(=O)Nc3cccc4ccccc34)ccc2O[C@@H]1CN(C)S(C)(=O)=O	1
COc1ccc(S(=O)(=O)N(C)C[C@H]2OCCCC[C@@H](C)Oc3ccc(N(C)C)cc3C(=O)N([C@@H](C)CO)C[C@@H]2C)cc1	0
Cc1noc(C)c1S(=O)(=O)Nc1ccc2c(c1)CC(=O)N([C@@H](C)CO)C[C@H](C)[C@H](CN(C)C(=O)NC(C)C)O2	4
C[C@@H]1CN([C@@H](C)CO)S(=O)(=O)c2ccc(C#CC(C)(C)O)cc2O[C@H]1CN(C)Cc1ccccc1	1
CCO[C@H]1OC(C(=O)NCc2ccccc2)=C[C@@H](c2cn(C(C)=O)c3ccccc23)[C@@H]1CCCO	1
C[C@@H]1CCCCO[C@H](CN(C)Cc2ccccc2)[C@H](C)CN([C@@H](C)CO)C(=O)c2cc(N(C)C)ccc2O1	-3
C[C@H](CO)N1C[C@H](C)[C@@H](CN(C)Cc2ccc(C(=O)Nc3ccccc3N)cc2)Oc2c(NS(=O)(=O)c3ccc(Cl)cc3)cccc2C1=O	-5
Cc1ccc(S(=O)(=O)N(C)C[C@@H]2OCCCC[C@@H](C)Oc3ccc(NS(=O)(=O)c4c(C)noc4C)cc3C(=O)N([C@H](C)CO)C[C@@H]2C)cc1	-3
C[C@H](CO)N1C[C@H](C)[C@@H](CN(C)C(=O)Nc2ccc3c(c2)OCO3)OCCCC[C@H](C)Oc2ccc(NC(=O)Nc3ccc(C(F)(F)F)cc3)cc2C1=O	2
CC(C)NC(=O)Nc1cccc2c1O[C@H](CN(C)S(=O)(=O)c1ccc(Cl)cc1)[C@H](C)CN([C@@H](C)CO)C2=O	18
C[C@H](CO)N1C[C@H](C)[C@@H](CN(C)S(=O)(=O)c2ccc(F)cc2)Oc2ccc(NS(=O)(=O)c3ccccc3)cc2C1=O	6
C[C@H](CO)N1C[C@H](C)[C@@H](CN(C)C(=O)C2CCOCC2)Oc2ncc(-c3ccccc3)cc2C1=O	2
CC(C)NC(=O)Nc1ccc2c(c1)C(=O)N([C@@H](C)CO)C[C@@H](C)[C@H](CN(C)S(C)(=O)=O)OCCCC[C@@H](C)O2	1
C[C@H]1CN([C@@H](C)CO)C(=O)c2cccc(NS(C)(=O)=O)c2O[C@H]1CN(C)C(=O)NC1CCCCC1	1
O=C1O[C@H](c2ccccc2)[C@H](c2ccccc2)N2[C@H]1[C@@H](C(=O)N1CCN(c3ncccn3)CC1)[C@]1(C(=O)Nc3ccc(C#CC4=CCCCC4)cc31)[C@H]2c1ccc(OCCO)cc1	-3
COc1ccc(C#Cc2cnc3c(c2)C(=O)N([C@H](C)CO)C[C@@H](C)[C@@H](CN(C)C(=O)c2ccccc2F)O3)cc1	-6
CC1CCC2C(C)(C)[C@@H](O)CC[C@]2(C)C12Cc1c(O)cc3c(c1O2)CN(C(CCC(=O)O)C(=O)O)C3=O (stereo partly drawn)	9

This is a subset. The share of hits here may be higher or lower than overall.
